# Bioassay records (PubChem)
# CAL PDZ FP-1 – human CAL PDZ-peptide interaction inhibition | Q9HD26 | purified CAL PDZ, TMR-peptide fluorescence polarization, 1 h | inhibition, % at 20 µM | actives 0.02% (n = 330,000) | AID 504414;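 active = highest replicate inhibition of at least 40%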;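 also: plate controls were DMSO neutral control wells for no effect and unlabeled competitor peptide control wells for full effect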
#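 Material: tagged CAL PDZ protein CerCALP, purified; buffer or medium: sodium phosphate/NaCl buffer pH 7.4 with TCEP, IgG, Thesit; also added: fluorescent TMR peptide probe; schedule: 1 h incubation at room temperature before polarization reading; technique: fluorescence polarization from S- and P-plane intensities, G-factor corrected; control set: unlabelled peptide and DMSO controls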
# Keap1-Nrf2 PPI – Keap1-Nrf2 (human) interaction inhibition | inhibition, % at 9.4 µM | AID 504523 | Q14145 | actives 0.15% (n = 340,000) | Keap1 Kelch-Nrf2 peptide fluorescence polarization, 1536-well; in the data active = inhibition above about 12%;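 also: human Keap1 Kelch domain with fluorescein labeled Nrf2 9mer peptide probe; 0% = neutral control wells and 100% = peptide positive control; higher means more block of Keap1 binding to Nrf2 peptide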
# Arr AP2 block – inhibitors of human beta-arrestin and AP2 interaction; actives 0.31% (n = 340,000); inhibition, % at 10 µM; FITC-arrestin peptide / GST-AP2 beads, flow cytometry; AP2 beta2 appendage carries R879A mutation;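 active = inhibition above a set limit, near 3 SD of compounds lacking own fluorescence, cut at about 54% in these data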;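 also: plate controls were DMSO wells for no effect and 5 µM unlabelled arrestin peptide for full effect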
#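 Material – GST-tagged AP2 beta2-adaptin appendage (R879A) on 4 µm glutathione beads · Probe or stimulus – fluorescein-tagged arrestin peptide at 50 nM final · Timing – 12 min plus 1 h, RT · Detection – bead flow cytometry, FITC channel · Read-out basis – inhibition as reduced fluorescein signal on beads, percent · Medium – PBS plus Tween 20 (0.05%) and BSA (0.1%)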
# Pemphigus Ab inh – blocks pemphigus antibody binding to human desmoglein-3. actives 0.48% (n = 310,000). binding (percent of control), % at 10 µM. P32926. DSG3-coupled beads, scFv-anti-DSG3-GFP binding, flow cytometry; stronger effect = lower value;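 active = binding more than 3 SD below its plate's average and above zero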;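 also: hits lower antibody fragment binding to DSG3; some compounds called inactive have numbers as strong as hits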
# RTF Ca sens inh – cardiac RTF calcium desensitization | actives 0.12% (n = 340,000) | inhibition, % at 7.15 µM | IANBD-labeled cardiac RTF, Ca2+ fluorescence;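 active = inhibition above the mean inhibition of all tested compounds plus 3 SD, cut at about 17% in these data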;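 also: assay run at fixed EC70 calcium of 1.6 mM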
# DAGLB inh – diacylglycerol lipase beta (human) inhibition; Q8NCG7; HEK293T DAGLB membrane lysate, EnzChek fluorogenic substrate; inhibition, % at 5.17 µM; actives 0.059% (n = 340,000); AID 504411; in the data active = inhibition above about 34%;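 also: 0% = enzyme with vehicle and 100% = wells lacking enzyme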
# Target sequence (Q8NCG7 whole entry, looked up): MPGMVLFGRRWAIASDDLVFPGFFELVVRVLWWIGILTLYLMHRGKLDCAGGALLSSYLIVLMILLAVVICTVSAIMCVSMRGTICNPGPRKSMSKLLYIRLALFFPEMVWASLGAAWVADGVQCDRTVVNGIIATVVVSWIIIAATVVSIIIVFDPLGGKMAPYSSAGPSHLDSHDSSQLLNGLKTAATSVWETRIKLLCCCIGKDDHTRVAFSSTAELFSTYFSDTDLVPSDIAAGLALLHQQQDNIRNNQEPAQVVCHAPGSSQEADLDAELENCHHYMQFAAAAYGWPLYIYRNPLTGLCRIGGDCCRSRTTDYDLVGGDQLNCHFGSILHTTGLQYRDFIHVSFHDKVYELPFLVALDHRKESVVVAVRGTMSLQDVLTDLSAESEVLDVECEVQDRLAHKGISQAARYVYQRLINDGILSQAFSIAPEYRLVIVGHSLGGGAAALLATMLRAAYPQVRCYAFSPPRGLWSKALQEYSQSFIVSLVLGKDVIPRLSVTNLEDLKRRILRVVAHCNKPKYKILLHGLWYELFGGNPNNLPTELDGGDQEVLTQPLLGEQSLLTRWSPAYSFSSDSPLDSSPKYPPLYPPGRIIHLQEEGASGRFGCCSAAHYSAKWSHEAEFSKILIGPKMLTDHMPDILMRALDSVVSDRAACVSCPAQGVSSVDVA
# NSD2 inh – inhibitors of human histone methyltransferase NSD2; actives 0.54% (n = 310,000); NSD2 peptide methylation, AlphaScreen, 120 min; inhibition, % at 12.5 µM; in the data active = inhibition above about 50%
# CAL PDZ FP-2 – inhibitors of human CAL PDZ peptide binding | Q9HD26 | purified CAL PDZ, TMR-peptide fluorescence polarization, 1 h | inhibition, % at 24.9 µM | actives 0.92% (n = 300,000) | AID 602252;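 active = mean inhibition of at least 30% with at least half of replicates also reaching 30%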;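 also: 0% = DMSO neutral control and 100% = excess unlabeled competitor peptide PRC23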
# LANA DNA inh – blocks KSHV LANA C-terminal domain binding to DNA; MBP-C-LANA/FAM-LBS DNA binding, fluorescence polarization; inhibition, % at 9 µM; actives 0.078% (n = 340,000);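 active = highest replicate inhibition at or above 60% at 9 µM, even if other replicates fall short; inactive = all replicates below 60% inhibition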;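 also: 0% = neutral control wells and 100% = 4 µM acridine orange control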
# V-ATPase pHluor – alters yeast V-ATPase proton transport; response, % at 10 µM; AID 504577; S. cerevisiae, pHLuorin cytosolic pH fluorescence; actives 0.37% (n = 350,000); in the data active = response mostly above about 7.3%, no sharp cut-off; inactive = mostly below about 5.4%; also: actives read high; inactives centre near 0; some compounds called inactive have numbers as strong as hits
# The depositor's hits bear a star; x = no result given.
cpd	Structure	LANA DNA inh	V-ATPase pHluor	Pemphigus Ab inh	CAL PDZ FP-2	Arr AP2 block	NSD2 inh	CAL PDZ FP-1	RTF Ca sens inh	Keap1-Nrf2 PPI	DAGLB inh
1	COc1ccccc1CNC(=O)[C@H](NC(=O)C1CCN(C(=O)[C@@H](N)CCSC)CC1)C(C)C	2.8	2	106	-4	2	x	0.3	-11	-8	1
2	COc1ccc(CCNC(=O)c2cccc(-n3cnnn3)c2)cc1	0.5	6	95	x	31	-2	-1.1	-1	2	0
3	CC(C)C(C)NC(=O)COC(=O)/C=C/c1ccc(S(=O)(=O)N2CCc3ccccc32)cc1 (stereo not given)	0.6	0	100	-3	-12	-4	0.7	-7	1	-5
4	CC(C)C(=O)Nc1ccc(C(=O)Nc2nnc(C(C)C)s2)cc1	1.2	-2	99	0	2	-2	-2.6	-4	-4	1
5	O=[N+]([O-])c1ccccc1/C=N/n1c(-c2cccnc2)n[nH]c1=S	-0.2	-9	84	-1	-1	0	-2.1	6	-8	-1
6	Cc1nnc(C)n1/N=C/c1ccccn1	-0.4	-1	97	-2	11	-4	-2.2	-13	-2	0
7	Cc1cc2ncn(CCOc3ccccc3)c2cc1C	0.7	1	102	-3	-2	-10	-1.1	4	-1	-4
8	COC(=O)c1c(-c2ccc(OC)cc2)sc2ccc(-c3ccc4c(c3)OCO4)cc12	0.0	-2	105	-6	9	x	0.1	-5	-1	-4
9	COc1ccc(NC(C)=O)cc1NC(=O)CSc1nnc(-c2ccccc2)n1N	-0.4	1	105	0	-3	-3	-1.5	1	-2	1
10	Cc1ccccc1CSCC(=O)Nc1ccccc1-c1ccccc1	-1.2	2	106	-3	2	-5	-1.2	-9	-2	-11
11	Cc1ccc(C)c(OCCn2cc(/C=C(/C#N)C(=O)NCC3CCCO3)c3ccccc32)c1 (stereo not given)	3.8	3	103	4	50	0	-1.0	2	-3	-5
12	CCOc1ccc(NS(=O)(=O)c2ccc(SC)cc2)cc1	1.0	4	x	-2	2	-3	-1.2	-5	-7	-3
13	CSc1ccc(S(=O)(=O)Nc2ccc(NC(C)=O)cc2)cc1	0.5	2	99	3	1	0	-0.3	3	-2	-3
14	O=C1C2=C(CCCC2)C(=O)N1CNc1ccccc1	-0.5	5	x	-4	6	2	0.4	0	-5	-2
15	COc1ccc(NC(=O)CN(C)C(=O)CCCc2c[nH]c3ccccc23)cc1	-0.7	3	98	0	29	1	-2.4	-8	1	3
16	CCOC(=O)NC(C)N1C(=O)C2C3C=CC(C3)C2C1=O (stereo not given)	2.3	-2	105	3	0	3	-1.8	-5	-4	-1

# A draw from above in order of SMILES length, smallest number first:
cpd	Structure	LANA DNA inh	V-ATPase pHluor	Pemphigus Ab inh	CAL PDZ FP-2	Arr AP2 block	NSD2 inh	CAL PDZ FP-1	RTF Ca sens inh	Keap1-Nrf2 PPI	DAGLB inh
10	Cc1ccccc1CSCC(=O)Nc1ccccc1-c1ccccc1	-1.2	2	106	-3	2	-5	-1.2	-9	-2	-11
15	COc1ccc(NC(=O)CN(C)C(=O)CCCc2c[nH]c3ccccc23)cc1	-0.7	3	98	0	29	1	-2.4	-8	1	3
1	COc1ccccc1CNC(=O)[C@H](NC(=O)C1CCN(C(=O)[C@@H](N)CCSC)CC1)C(C)C	2.8	2	106	-4	2	x	0.3	-11	-8	1

# Carrying on:
cpd	Structure	LANA DNA inh	V-ATPase pHluor	Pemphigus Ab inh	CAL PDZ FP-2	Arr AP2 block	NSD2 inh	CAL PDZ FP-1	RTF Ca sens inh	Keap1-Nrf2 PPI	DAGLB inh
17	CC(=O)Nc1ccnc(-c2cccnc2)n1	0.4	-2	103	0	3	-1	-0.8	-4	-1	0
18	CN(C)CCNC(=O)c1cccc2nc3c(ccc4ccccc43)nc12	-30	-1	78	2	-4	22	3.1	-1	4	-1
19	O=C1C2CC=CCC2C(=O)N1Cc1nnc(-c2ccccc2Br)o1 (stereo not given)	-1.1	3	87	9	-12	5	-0.2	-19	-4	0
20	CC(C)OCC(O)CN1CCNCC1 (stereo not given)	0.6	-3	x	-3	16	3	-0.7	2	-2	-2
21	Cc1ccc(-c2c(C(=O)N/N=C/c3c[nH]c4ccccc34)nnn2-c2nonc2N)cc1	0.1	-4	60	2	3	0	-2.2	4	-2	4
22	O=C(NC(=S)Nc1ccc(F)c([N+](=O)[O-])c1)c1ccccc1F	-1.6	-4	76	-2	-19	-1	-2.4	0	-2	1
23	Oc1ccccc1/C=N/Nc1nccnc1Cl	-1.1	4	109	-2	-1	4	-0.7	-3	-4	-1
24	CCc1cc(C(c2ccccc2OC)N2CCOCC2)c(NC(=O)c2ccccc2)s1 (stereo not given)	0.2	3	104	0	9	2	0.1	-4	-4	2
25	N/C(Cc1ccc(Cl)cc1)=N\OC(=O)C1CCCCC1	-1.3	0	93	1	1	-5	-2.1	-8	-4	-5
26	CC(C)COc1ccc(C(=O)Nc2ccc(SC(F)F)cc2)cc1	-0.5	1	98	-6	23	1	-0.9	-14	-5	-5
27	Nc1cc(=O)[nH]c(SCC(=O)c2ccc(F)cc2)n1	-7.0	-2	102	-2	5	1	0.8	-12	0	3
28	Cc1cc(N2CCN(Cc3ccccc3)CC2)n2nc(C)c(-c3ccccc3)c2n1	0.7	-2	97	-1	-7	-12	0.1	3	-1	2
29	CC(C)c1cc(-c2cc(C(=O)NCc3ccccc3)on2)nc(NCC2CC2)n1	2.2	-1	99	-2	7	x	-0.8	9	-7	-12
30	O=C(Cn1cnc2c(nnn2Cc2ccc(F)cc2)c1=O)N1CCCc2ccccc21	0.1	-1	106	-2	-10	0	5.0	-4	-6	-1
31	O=C(N/N=C/c1ccc(OC(=O)c2ccco2)cc1)c1ccc[n+]([O-])c1	-0.5	0	93	-1	16	x	-1.0	4	2	1
32	N#Cc1ccc(C2=CC(=O)C[C@H](c3ccc4c(c3)OCO4)C2)cc1	3.3	2	98	-1	-11	x	-0.7	5	-1	-6
33	CCCCC[C@H](O)/C=C/[C@@H]1[C@@H](C/C=C\CCCC(=O)OC)[C@@H](O)C[C@H]1O	0.3	-2	111	10	-2	x	15	-1	0	7
34	Cc1cc(NC(=O)c2cnn3c(C(F)F)cc(-c4ccccc4)nc23)no1	0.6	6	101	2	1	0	-0.2	-5	-3	-3
35	CCCCCOC(=O)C1=C(C)NC(=O)NC1c1ccc2c(c1)OCO2 (stereo not given)	0.1	2	108	1	37	0	-1.2	5	-1	-1
36	N#Cc1ccc(C(=O)Nc2nnc(-c3ccco3)o2)cc1	0.0	-1	114	-12	-36	-2	0.1	-3	-2	-1
37	CC1CN(C(=O)COC(=O)/C=C/c2cccc([N+](=O)[O-])c2)CC(C)O1 (stereo not given)	-0.6	-2	x	-4	-5	-4	-0.3	-2	-5	-1
38	COc1ccc(-n2nc(C(=O)NCC(=O)N3CCC(C)CC3)c3ccccc3c2=O)cc1Cl	-0.9	0	120	-7	16	1	-8.5	-12	-2	-1
39	Cn1c(C(=O)N2CCCC2)cc2c(=O)n(C)c3ccccc3c21	-2.1	3	106	x	9	x	-0.9	-16	0	-5
40	C/C(=N\NC(=O)c1ccc(O)cc1)c1ccc(NC(=O)Cc2ccccc2)cc1	-0.9	1	104	-3	-15	1	-2.4	-5	2	-1
41	Cc1ccc(S(=O)(=O)N2CCOc3ccccc32)c(C)c1NS(C)(=O)=O	0.1	-1	114	-2	9	-1	-0.3	2	-3	-1
42	Cc1ccc(S(=O)(=O)N2CCCCC2CCNC(=O)C(=O)NCc2ccncc2)cc1 (stereo not given)	x	-2	104	-4	5	0	-1.8	-5	x	1
43	O=C(CCN1CCN(S(=O)(=O)c2cccc([N+](=O)[O-])c2)CC1)Nc1ccccc1F	0.3	-1	82	4	-3	4	-1.0	8	3	3
44	CCc1ccc(C(=O)COC(=O)[C@@H](NC(N)=O)[C@@H](C)CC)cc1	-0.4	-7	95	-5	4	3	x	9	-2	-2
45	COc1ccc(C(=O)Nc2ccc3c(c2)C(=O)NC3=O)cc1	-5.6	-3	85	x	23	x	-0.8	-8	2	4
46	COc1ccc(C2N(c3cccc(Cl)c3)C(=O)C3CCCN32)cc1 (stereo not given)	3.1	-3	112	-4	-1	x	-0.9	0	0	-4
47	COC(=O)C1=C(N)Oc2cc(C)n(CCCn3ccnc3)c(=O)c2C1c1cccc(Cl)c1 (stereo not given)	-0.1	7	107	-6	2	x	-2.1	7	-3	2
48	CC1CCN(C(=O)CN(C)S(=O)(=O)c2cccc3nsnc23)CC1	-0.7	1	94	1	-4	0	-1.2	3	2	0
49	Cc1cc(NC(=O)c2cccc(S(=O)(=O)N3CCC(C)CC3)c2)no1	-1.3	-1	100	-6	-11	1	0.0	-1	3	-1
50	O=C(NCCCN1CCCC1=O)c1ccc2c(=O)n(Cc3ccco3)c(=S)[nH]c2c1	-0.4	-2	103	3	-5	1	-3.4	1	-6	0
51	O=C1Nc2c(c(=O)[nH]c(=O)n2-c2ccccc2)C(C(F)(F)F)(C(F)(F)F)N1	0.6	0	98	0	-6	-1	-0.1	-6	-3	-3
52	O=C(Nc1ccc2[nH]ccc2c1)c1ccc(F)cc1	1.1	6	104	5	28	0	-2.2	-12	-2	0
53	Cn1c(=O)c2c(nc(SCC(=O)NCc3ccc4c(c3)OCO4)n2Cc2ccc(F)cc2)n(C)c1=O	1.4	0	102	-2	13	1	-0.8	0	0	1
54	COCc1[nH][nH]c(=O)c1/C=N/N1CCOCC1	-1.0	-2	105	43*	1	-3	-1.4	-8	0	0
55	COc1cc(S(=O)(=O)Nc2ccccc2)ccc1NC=O	0.1	0	99	x	7	-2	1.0	-6	-5	-1
56	Cc1nn(CCCC(=O)NCCCN2CCN(C)CC2)c(=O)c2c1sc1ccccc12	-1.3	-4	x	6	-4	1	-1.7	-2	-5	2
57	O=C(NCC(c1ccc(F)cc1)N1CCOCC1)c1nn(-c2ccccc2)c(=O)c2ccccc12 (stereo not given)	-1.6	1	109	-7	3	0	-2.4	5	-4	-3
58	CCC(=O)NC(c1cccs1)c1cc([N+](=O)[O-])c2cccnc2c1O (stereo not given)	2.6	-2	104	0	-13	-2	-0.4	2	1	22
59	C/C(=N\N1C(C)CCCC1C)c1ccccc1O (stereo not given)	-0.2	-3	101	0	1	-1	x	-6	-2	-2
60	CN1CCN(CC(O)COc2ccc(OCC(O)CN3CCN(C)CC3)cc2)CC1 (stereo not given)	1.0	0	x	-2	28	-1	1.5	12	1	2
61	Cc1cc(=O)oc2cc(OCC(=O)Nc3nnc(CC(C)C)s3)ccc12	-0.2	0	102	1	-2	-25	-0.8	-7	0	0
62	COc1ccc(Nc2ccc(N3C(=O)CC(C)C3=O)cc2[N+](=O)[O-])cn1 (stereo not given)	0.5	-1	91	-5	9	1	-2.5	-10	0	2
63	COc1cccc(C2C(C#N)=C(N)N(N(C)C)C3=C2C(=O)CC(C)(C)C3)c1 (stereo not given)	-0.1	2	88	-23	6	-1	-1.3	-8	5	-2
64	O=C(Cc1ccon1)c1ccc(O)cc1O	0.1	1	98	17	9	6	0.0	-4	-4	0

# These rows are one share of the data; rates above refer to the full screens.
